SR-BI uptake up – enhances SR-BI lipid uptake from DiI-HDL; CHO ldlA[mSR-BI] cells, DiI-HDL uptake fluorescence, 3 h; 100 = double the neutral-control signal; AID 504775; 0.096% of 320,000 active; activation, % at 12.5 µM;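 active means mean replicate activation of at least 60% and every replicate at or above 60%; inconclusive means mean or all-replicate condition met, but not both; inactive means mean below 60% and not all replicates reaching 60%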;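 further: 0% = median plate neutral-control signal and 100% = twice that signal; values of inactives mirror those of a sister screen read the other way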
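Test system: SR-BI-overexpressing, LDLR-lacking CHO cells. Measured by: DiI fluorescence, bottom read. Medium: Ham's F12 with 0.5% BSA, HEPES 25 mM, pH 7.4. Timing: 3 h uptake period with compound, 37 °C.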
dFosB act – activators of mouse delta FosB homodimer; activation, % at 25 µM; 0.99% of 340,000 active; purified delta FosB, TAMRA-CDK5 oligo fluorescence polarization; percent of positive-control signal above neutral wells;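 active means mean activation above about 17%, with every replicate also reaching it, limit read from the data, passing the limit was not always enough; inconclusive means only one of the two conditions met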;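 further: fluorescence polarization rise as delta FosB binds a TAMRA Cdk5 AP-1 oligo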
PfHsp90 set2 – reduces growth (ATP signal) of yeast expressing P. falciparum Hsp90; S. cerevisiae expressing PfHsp90, BacTiter-Glo ATP, 48 h; yeast lacking PDR1 and PDR3 efflux regulators; inhibition, % at 9.4 µM; 0.32% of 310,000 active; AID 504621;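 active means every replicate shows inhibition above about 80%, whatever the replicate mean, limit read from the data; inconclusive means mean inhibition reaches the set limit but some replicate falls short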;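 further: 0% = DMSO neutral controls and 100% = 20 µM radicicol positive controls; yeast relying on Plasmodium falciparum Hsp90 in place of its own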
MITF TRPM1 HTS – increases MITF-driven TRPM1 promoter luciferase signal | 0.75% of 300,000 active | activation, % at 12.5 µM | SK-MEL-5 TRPM1-promoter luciferase, 24 h; % of positive control, neutral wells = 0;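 active means mean activation of at least 80% with every replicate also reaching 80%; inconclusive means mean reaches 80% but some replicate falls short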;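 further: 0% = neutral control wells and 100% = parthenolide positive control wells; values of inactives mirror those of a sister screen read the other way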
CAL PDZ FP-1 – blocks peptide binding to human CAL PDZ domain. Q9HD26. purified CAL PDZ, TMR-peptide fluorescence polarization, 1 h. inhibition, % at 20 µM. 0.02% of 330,000 active. AID 504414;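 active means highest replicate inhibition of at least 40%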;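 further: plate controls were DMSO neutral control wells for no effect and unlabeled competitor peptide control wells for full effect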
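material = purified tagged CAL PDZ domain construct (CerCALP) | buffer or medium = sodium phosphate/NaCl buffer pH 7.4 with TCEP, IgG, Thesit | reagent = TMR-labelled reporter peptide T*-PRC34 bound in PDZ groove | incubation = 1 h room-temperature incubation prior to read | measured by = fluorescence polarization (mP) | evaluation = percent inhibition from loss of millipolarization | control set = unlabelled peptide and DMSO controls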
Rtt109 Vps75 – C. albicans Rtt109 histone acetyltransferase inhibition | purified Rtt109/Vps75, ThioGlo CoA-SH fluorescence, 4 h | inhibition, % at 34.9 µM | 0.16% of 330,000 active | AID 540336;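 active means inhibition of at least 50% in every replicate; inconclusive means best replicate reaches 50% inhibition but some replicates fall short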
Target sequence (Q5AAJ8 whole entry, looked up): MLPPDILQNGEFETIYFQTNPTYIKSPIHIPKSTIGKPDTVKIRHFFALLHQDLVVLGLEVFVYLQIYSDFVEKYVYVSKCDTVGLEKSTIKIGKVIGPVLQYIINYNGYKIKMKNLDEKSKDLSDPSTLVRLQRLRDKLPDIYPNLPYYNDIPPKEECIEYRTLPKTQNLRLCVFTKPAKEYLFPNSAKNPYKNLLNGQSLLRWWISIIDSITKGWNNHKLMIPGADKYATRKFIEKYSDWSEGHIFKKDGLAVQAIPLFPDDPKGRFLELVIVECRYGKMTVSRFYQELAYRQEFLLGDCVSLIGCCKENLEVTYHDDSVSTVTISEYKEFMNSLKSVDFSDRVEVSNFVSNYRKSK
CAL PDZ FP-2 – CAL PDZ (human) peptide binding inhibition. 0.92% of 300,000 active. purified CAL PDZ, TMR-peptide fluorescence polarization, 1 h. inhibition, % at 24.9 µM. AID 602252. Q9HD26;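 active means mean inhibition of at least 30% with at least half of replicates also reaching 30%; inconclusive means no clear call, values can overlap the other calls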;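 further: 0% = DMSO neutral control and 100% = excess unlabeled competitor peptide PRC23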
SR-BI HDL uptake – mouse SR-BI HDL lipid transfer inhibition; ldlA[mSR-BI] CHO cells, DiI-HDL uptake fluorescence, 3 h; inhibition, % at 12.5 µM; 0.96% of 320,000 active; Q61009;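 active means mean replicate inhibition of at least 70% and a set share of replicates each scoring 70 or more; inconclusive means meets just one of the two criteria; inactive means fails both criteria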;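 further: 0% = median of neutral control wells and 100% = median of positive control wells; values of inactives mirror those of a sister screen read the other way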
Target sequence (Q61009 whole entry, looked up): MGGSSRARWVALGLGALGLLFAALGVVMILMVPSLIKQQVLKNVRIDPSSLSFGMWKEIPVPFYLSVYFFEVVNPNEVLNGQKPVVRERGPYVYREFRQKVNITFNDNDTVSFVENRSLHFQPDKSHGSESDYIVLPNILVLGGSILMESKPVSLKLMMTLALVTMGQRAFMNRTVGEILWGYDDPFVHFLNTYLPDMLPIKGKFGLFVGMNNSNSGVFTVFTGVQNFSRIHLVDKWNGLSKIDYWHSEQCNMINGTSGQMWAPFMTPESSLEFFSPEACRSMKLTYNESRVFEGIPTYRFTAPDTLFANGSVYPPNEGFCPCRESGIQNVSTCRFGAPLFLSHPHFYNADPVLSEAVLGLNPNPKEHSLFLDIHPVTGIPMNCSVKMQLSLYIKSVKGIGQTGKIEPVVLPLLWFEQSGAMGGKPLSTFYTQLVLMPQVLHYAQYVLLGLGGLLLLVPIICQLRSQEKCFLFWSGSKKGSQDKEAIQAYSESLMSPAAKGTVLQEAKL
PvdQ acylase – blocks Pseudomonas aeruginosa PvdQ acylase activity | purified PvdQ acylase, fluorescence plate reader | inhibition, % at 10 µM | 0.063% of 340,000 active | AID 488965; in the data active means inhibition above about 30%, passing the limit was not always enough; inconclusive means no clear call, values can overlap the other calls;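 further: 0% = vehicle neutral wells and 100% = reference inhibitor wells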
NSD2 HMT inh – NSD2 (human) methyltransferase inhibition. 0.54% of 310,000 active. O96028. AID 743445. inhibition, % at 12.5 µM. NSD2 peptide methylation, AlphaScreen, 120 min; in the data active means inhibition above about 50%
* marks the source's active call; other numbers are inactive results; ? = inconclusive; · = no result given.

SMILES	SR-BI uptake up	dFosB act	PfHsp90 set2	MITF TRPM1 HTS	CAL PDZ FP-1	Rtt109 Vps75	CAL PDZ FP-2	SR-BI HDL uptake	PvdQ acylase	NSD2 HMT inh
COc1ccc(CNC(=O)[C@@H](NC(=O)C2CCN(C(=O)[C@@H]3CCCN3C(=O)OC(C)(C)C)CC2)C(C)C)cc1	18	-14	2	-2	-0.6	1	27	-18	-19	·
COc1ccccc1NC(=O)CN1C(=O)NC(C)(C)C1=O	-2	-4	14	-6	-0.9	7	-1	2	1	1
C=CCC1(O)CC(c2ccco2)NC(c2ccco2)C1CCC (configuration not stated)	-20	-5	·	·	2.2	10	0	20	-16	1
CN1CCN(C(=O)CN(C)S(=O)(=O)c2cc(Cl)ccc2Cl)CC1	·	1	-14	-2	0.0	4	7	·	-3	-3
COC(=O)c1cc2n(n1)CCN(Cc1ccc(C)cc1)C2=O	7	-1	-4	9	0.1	-3	-1	-7	3	-1
Cc1onc(-c2c(Cl)cccc2Cl)c1C(=O)NCC1CCCO1 (configuration not stated)	5	-2	-8	11	-2.1	-2	0	-5	-15	-5
COc1ccc(-n2c(=O)cc(N3CCCCCC3)[nH]c2=O)cc1	?	-1	-9	-9	-0.4	-12	·	-64	-16	-2
Cc1cccc(N2CCN(C(=O)c3cccc(N4C(=O)C5CC=CC(C)C5C4=O)c3)CC2)c1C (configuration not stated)	-20	-25	0	-10	-0.6	11	·	20	-16	2
Cc1cccc(-n2c3nc(=O)[nH]c(=O)c-3cc3c(C)nn(-c4ccccc4)c32)c1C	-9	-1	-6	-19	-2.1	-31	-3	9	-29	-3
CCN(CC)C(=O)C(Sc1ccccc1)c1ccccc1 (configuration not stated)	10	6	-19	·	-0.7	12	2	-10	8	0
Cc1cccc(C(=O)NCc2ccc(S(N)(=O)=O)cc2)c1[N+](=O)[O-]	-2	-2	17	12	-0.3	1	46*	2	-6	-1
Cc1cc(C)c(NC(=O)CSc2nc3c(c(=O)n2C)SC(C)C3)c(C)c1 (configuration not stated)	·	-2	-1	0	-0.2	1	·	·	-15	·
CCCCNc1c(-c2ccc(Sc3ccc(OC)cc3)cc2)nc2cc(C)ccn12	-68	-6	1	-7	-0.6	-7	-3	68	-5	·
CCCCc1c(C)nc2ccc(C)cc2c1SCCC(=O)O	3	5	11	-12	-1.0	3	-4	-3	11	26
N#CC1=C(N)OC2=C(C(=O)CCC2)[C@]12C(=O)N(CC(N)=O)c1ccccc12	23	1	18	1	·	-1	-5	-23	-17	-4
CC(=O)NN1C(=O)c2ccccc2NC1c1ccoc1 (configuration not stated)	22	2	5	-3	-1.4	-22	·	-22	-2	-3
CCc1cccc(NC(=O)CCS(=O)(=O)c2ccc3c(c2)NC(=O)CO3)c1	10	-4	-16	-6	-1.0	5	0	-10	-9	-7
COc1ccccc1N1CCN(S(=O)(=O)c2cc3[nH]c(=O)c(=O)[nH]c3cc2C)CC1	-4	2	19	-3	-2.3	4	0	4	-8	7
CCOc1cccc(/C(O)=C2/C(=O)C(=O)N(CCOC)C2c2ccc(C)o2)c1 (configuration not stated)	7	-3	12	6	-2.4	7	-1	-7	-7	-2
Cc1cccc(NC(=O)CN(c2ccc(C(C)C)cc2)S(=O)(=O)c2c(C)nn(C)c2C)n1	-21	-15	3	-15	0.4	4	·	21	-3	·
CCc1nn2cc(-c3ccccc3)nc2s1	15	-9	25	-30	-3.3	0	-1	-15	-4	-1
CCOC(=O)C1=C(CSc2nccn2C)NC(=O)NC1c1cc(C)ccc1C (configuration not stated)	-17	-13	4	8	-0.8	7	-7	17	16	2
CCCCC(=O)Nc1ccc2c(c1)nc(CCNC(=O)c1ccco1)n2C	10	-9	7	5	-2.2	6	-1	-10	-2	-2
CCOC(=O)Cn1nc2sc3ccccc3n2c(=O)c1=O	29	-1	2	·	-0.1	-8	·	-29	-30	21
Cc1ccc(NC(=O)CSc2cccc3cccnc23)c(C)c1	-11	-1	-14	·	-1.6	-10	-5	11	-4	-1
O=C(CNS(=O)(=O)c1ccc(F)cc1)Nc1ccccc1	16	-4	-4	-1	-1.8	-3	-3	-16	-3	-3
CCN(CC(=O)Nc1ccc2c(c1)OCCO2)S(=O)(=O)c1ccccc1	-5	11	9	1	-3.2	3	0	5	-8	0
O=C(O)c1ccc(N/N=C/c2cc3ccccc3nc2Cl)cc1	·	-6	-4	88*	0.9	18	4	·	6	3
Cc1onc(-c2ccccc2)c1C(=O)OCC(=O)Nc1cc(S(=O)(=O)N2CCOCC2)ccc1Cl	-14	-13	15	-3	0.4	1	-2	14	-6	0
O=C(COC(=O)c1c[nH]c2ccccc12)Nc1ccc(F)cc1	9	6	4	-10	-1.1	3	-9	-9	-15	-3
O=C(c1cccc(S(=O)(=O)N2CCCCC2)c1)N1CCN(Cc2ccccc2)CC1	-19	-10	11	-7	0.3	-8	-2	19	-13	-3
Cc1ccc(NC(=O)COC(=O)c2ccc(CN3CCCC3=O)cc2)cc1C	22	-3	·	17	-1.8	0	-6	-22	-10	0
COc1ccc(C(=O)Nc2cccc(/C=C/c3nc4ccccc4c(=O)[nH]3)c2)cc1	-47	12	-11	-32	0.1	3	5	47	-2	35
O=C(NCc1cccs1)C1CC(=O)N(Cc2ccccc2)C1 (configuration not stated)	5	-1	-11	-2	0.3	1	-3	-5	7	25
COc1ccc(NC(=O)CCCN2C(=O)C(c3ccccc3)Oc3cccnc32)c(OC)c1 (configuration not stated)	-22	-10	-8	0	-2.7	1	-1	22	4	-3
Cn1nc(C(=O)OCC(=O)Nc2ccc(Cl)cc2Cl)c2ccccc2c1=O	6	3	-24	7	0.3	2	-2	-6	5	-3

Two compounds from above, reduced to MITF TRPM1 HTS, PfHsp90 set2 and SR-BI HDL uptake:
Structure,MITF TRPM1 HTS,PfHsp90 set2,SR-BI HDL uptake
COc1ccc(-n2c(=O)cc(N3CCCCCC3)[nH]c2=O)cc1,-9,-9,-64
Cc1cccc(N2CCN(C(=O)c3cccc(N4C(=O)C5CC=CC(C)C5C4=O)c3)CC2)c1C (configuration not stated),-10,0,20

Other entries follow.
SMILES	SR-BI uptake up	dFosB act	PfHsp90 set2	MITF TRPM1 HTS	CAL PDZ FP-1	Rtt109 Vps75	CAL PDZ FP-2	SR-BI HDL uptake	PvdQ acylase	NSD2 HMT inh
O=C(C1=COCCO1)N1CCN(S(=O)(=O)c2cccc(Br)c2)CC1	5	-1	1	11	-0.7	-1	-1	-5	-9	-7
COC(=O)[C@H](C)NC(=O)COc1ccccc1	13	-8	36	·	-0.9	5	-6	-13	-8	-2
O=C(NNc1ccccc1)C(=O)NNS(=O)(=O)c1ccc(CCCl)cc1	·	-2	8	0	-1.4	65*	·	·	-9	-4
COc1ccc(CN2C[C@H](Cc3ccccc3)[C@@H](CC(=O)Nc3ccccc3)C2=O)cc1	6	2	-6	11	-1.3	-7	1	-6	4	·
O=C(c1ccc2c(c1)OCO2)C1CCCN(Cc2ccccc2OC(F)F)C1 (configuration not stated)	-4	-15	19	0	-2.3	3	-1	4	-10	-1
CCC(C)(C)NC(=O)C(c1ccc(OC)cc1)N(Cc1ccccc1)C(=O)CCC(=O)Nc1cc(C)on1 (configuration not stated)	-2	-16	-12	-2	-0.5	?	-4	2	-1	-1
COc1ccc(CC(=O)NNC(=O)CCC(=O)Nc2cc(C)ccc2C)cc1	-4	-5	1	-12	-0.9	·	2	4	-3	-2
COc1ccc(OC)c(NC(=O)CSc2nc(N3CCOCC3)nc(N3CCOCC3)n2)c1	-7	0	11	10	-2.0	-2	-1	7	-16	6
O=Cc1c(N2CCCCCC2)nc2ccccn2c1=O	-7	-3	-10	9	0.5	0	-2	7	14	0
CC(=O)OCc1c(C(F)(F)F)nn(C)c1SCc1ccc(Cl)cc1	12	-4	7	16	0.1	-10	3	-12	-12	0
Cc1cccc(NC(=O)CSc2nc(N)c(NC(=O)c3ccccc3F)c(=O)[nH]2)c1	39	?	14	6	-2.0	-2	-5	-39	-11	0
O=C(CC(NC(=O)c1ccccc1Cl)c1ccccc1)NC1=NCCS1 (configuration not stated)	20	-11	·	-2	-0.5	2	2	-20	-11	-4
Cc1ccc(C(=O)NNC(=O)CSc2nnc(-c3ccccc3)n2Cc2ccccc2)cc1	31	-13	-10	2	-2.1	19	-2	-31	-2	1
O=C(NCc1nnc(SCC(=O)N2CCCCCC2)o1)c1ccc(F)cc1	-1	-6	14	-3	-0.2	-2	-3	1	-3	-1
Nc1ccccc1C#Cc1ccc2[nH]ccc2c1	-35	4	0	61	1.4	-17	2	35	-5	·
O=S(=O)(Nc1nccs1)c1ccc(Nc2nnc(-c3ccccc3)c3ccccc23)cc1	12	-5	-3	-4	0.4	-2	1	-12	-7	-1
Cc1cc(C)n2c(SCCN3C(=O)c4ccccc4C3=O)nnc2n1	15	-6	·	·	-0.7	-6	·	-15	-17	·
OCCC1CN(C/C=C/c2ccco2)CCN1Cc1ccccc1 (configuration not stated)	-4	-1	-12	·	0.3	1	-2	4	-17	5
C/C(=C/c1ccccc1)C(=O)N1CCN(c2ccc(F)cc2)CC1	22	-5	-13	·	-0.1	-3	21	-22	-16	1
COc1cc([N+](=O)[O-])cc(/C=N/NC(=O)Cn2nccc2C)c1O	·	-9	-54	-4	-3.3	4	-3	·	-8	-17
CCC(Oc1ccccc1)C(=O)Nc1ccccn1 (configuration not stated)	31	5	·	·	-1.2	-4	-2	-31	-1	-3
COC/C=C/C1=CC2=CC(=O)C(C)(OC(=O)c3cnc4ccccc4n3)C(=O)C2=CN1CC(C)C (configuration not stated)	10	-8	·	-14	-0.8	3	6	-10	2	·
O=C(NC12CC3CC(CC(C3)C1)C2)c1ccc(-c2ccc(Br)cc2)o1	-43	-5	-6	49	-1.2	5	-3	43	16	1
Cn1c(=NC(=O)CS(=O)(=O)c2ccc(F)cc2)sc2ccccc21	5	-10	·	6	-2.9	-10	4	-5	-7	7
Brc1ccc2c(c1)CNc1c(ncnc1N1CCOCC1)O2	-7	-4	·	1	·	-7	2	7	-6	0
COC(=O)c1ccc(/C=C/C(=O)c2ccc(OC)cc2)cc1	0	-16	17	5	-2.1	-2	·	0	-4	3
Clc1ccc(-c2csc(N3CCSCC3)n2)cc1	-25	2	-12	46	-0.3	-21	4	25	-16	-4
Cn1c(=O)n(C)c2cc(S(=O)(=O)N3CCOCC3)ccc21	23	-2	6	3	-2.4	-2	-2	-23	-7	-1
O=C(Nc1ccc2ccccc2c1)N1CCCN(CCOc2ccccc2)CC1	-3	0	11	·	-1.0	0	-4	3	-1	0
